From PubChem BioAssay
Gal4-VP16 FLuc: counter-screen for ROR gamma inhibitors: Gal4-VP16 reporter; Drosophila S2 Gal4-VP16 UAS-luciferase, luminescence, 20 h; Potency, µM (series often up to 53.6 µM), inactives show at the highest dose activity, negative = inhibition, most hits filed as inhibitors; 3.5% of 310,000 active;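 also: Gal4-VP16 expression switched on by copper sulfate through the metallothionein promoter; % is scaled to controls: 0 for no effect and ±100 for the full control effect; nearly all actives have a fitted effect of over 50% in size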
FLuc modulator: inhibits or activates purified firefly luciferase, miR-21 counter-screen | P08659 | purified FLuc, Km substrates, luminescence inhibition | Potency, µM (series often up to 57.5 µM), inactives show at the highest dose activity change, negative = inhibition, usual class: inhibitors | 6.9% of 360,000 active | AID 588342;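 also: plate controls were vehicle for no effect and reference inhibitor for full effect; nearly all actives have a fitted effect of over 55% in size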
Target sequence (P08659 whole entry, looked up): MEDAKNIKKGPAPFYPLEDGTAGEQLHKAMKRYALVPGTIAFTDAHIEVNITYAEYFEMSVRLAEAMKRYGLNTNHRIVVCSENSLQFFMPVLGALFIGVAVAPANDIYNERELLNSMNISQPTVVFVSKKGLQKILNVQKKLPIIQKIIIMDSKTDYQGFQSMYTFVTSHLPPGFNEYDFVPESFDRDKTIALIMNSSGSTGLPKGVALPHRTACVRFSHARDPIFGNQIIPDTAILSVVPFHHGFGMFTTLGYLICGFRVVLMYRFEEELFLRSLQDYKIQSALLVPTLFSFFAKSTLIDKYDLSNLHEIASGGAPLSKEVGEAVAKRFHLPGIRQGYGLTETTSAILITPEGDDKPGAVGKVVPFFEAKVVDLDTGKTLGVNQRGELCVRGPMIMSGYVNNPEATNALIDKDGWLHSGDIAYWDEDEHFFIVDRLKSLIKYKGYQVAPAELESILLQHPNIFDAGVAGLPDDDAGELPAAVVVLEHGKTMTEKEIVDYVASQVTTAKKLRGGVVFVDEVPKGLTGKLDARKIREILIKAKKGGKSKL
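Purified P. pyralis luciferase (10nM final) with 10uM D-luciferin and 10uM ATP (Km levels) in 50mM Tris acetate pH 7.5, 10mM Mg acetate, 0.01% Tween-20, 0.05% BSA; qHTS 6-point titration, ~60 µM downward; luminescence read.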
RORgamma inh: inhibitors of mouse ROR gamma transcriptional activity; Drosophila S2 Gal4-RORgamma UAS-luciferase reporter, 20 h; Potency, µM (top dose mostly 53.6 µM), for the others: top-dose activity change, negative = inhibition, hits mostly inhibitors; 5.4% of 310,000 active; AID 2551; also: % is scaled to controls: 0 for no effect and ±100 for the full control effect; nearly all actives have a fitted effect of over 60% in size
Target sequence (P51450 whole entry, looked up, the tested form may be a part): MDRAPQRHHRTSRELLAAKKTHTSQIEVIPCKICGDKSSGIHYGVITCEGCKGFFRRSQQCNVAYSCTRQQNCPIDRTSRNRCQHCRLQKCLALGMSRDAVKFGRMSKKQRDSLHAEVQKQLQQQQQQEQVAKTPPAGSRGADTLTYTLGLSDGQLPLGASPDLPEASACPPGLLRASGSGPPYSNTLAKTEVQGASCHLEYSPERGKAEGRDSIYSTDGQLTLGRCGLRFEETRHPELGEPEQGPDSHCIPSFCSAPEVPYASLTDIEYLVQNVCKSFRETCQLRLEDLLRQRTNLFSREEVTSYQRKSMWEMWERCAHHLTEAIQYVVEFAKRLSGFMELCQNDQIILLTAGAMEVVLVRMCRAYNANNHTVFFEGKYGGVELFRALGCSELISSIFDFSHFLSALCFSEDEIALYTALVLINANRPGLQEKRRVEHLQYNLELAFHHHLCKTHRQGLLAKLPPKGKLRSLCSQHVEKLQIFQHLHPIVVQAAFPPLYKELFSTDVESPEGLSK
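Drosophila S2 cells stably expressing Gal4-DBD/mouse RORγ fusion under metallothionein promoter plus UAS-luciferase; compound 1 h, then 700 uM CuSO4 induction for 20 h at ambient temperature; inhibition read as reduced luminescence.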
ELG1 genotox: inducers of genotoxicity in HEK293T ELG1-luciferase cells | HEK293T ELG1-luciferase reporter, luminescence, 16 h | Potency, µM (titrated, usually from 46 µM), inactives show at the top dose activity change, positive = activation, usual class: activators | AID 504466 | 1.3% of 330,000 active; also: % of control where 0% means no effect; nearly all actives have a fitted effect of over 60% in size
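Screening used a luciferase reporter fused to human ELG1 in HEK293T cells. Luminescence was read on a CCD plate imager after 16 hr exposure and 30 min ONE-Glo incubation.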
MLL CXXC-DNA inh: inhibitors of human MLL CXXC domain-DNA interaction | MLL-CXXC / FITC-HOXA9 DNA fluorescence polarization | Q03164 | Potency, µM (top dose mostly 115 µM), for the others: at the highest dose activity change, negative = inhibition, hits mostly inhibitors | 0.037% of 290,000 active; active = well fitted inhibition curve with a large enough effect in the polarisation, with a control signal flat, not every such curve was filed as active; inconclusive = small, poorly fitted or top-dose-only effect, or effect the other way, or a change in a side signal; inactive = no such curve, though single readings can be large or run the other way; the % refers to the polarisation
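Steps: dispense CXXC domain solution (7 uM) → pin compounds or unlabeled HOX-A9 DNA control → 5 min ambient → add FLSN-HOX-A9 solution (50 nM) → spin → 30 min ambient → fluorescence polarization. Tris pH 7.5/NaCl/DTT/BSA buffer.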
NPC1 prom act: NPC1 promoter activation. Huh7 NPC1 promoter luciferase reporter, 24 h. Potency, µM (titrated, usually from 9.22 µM), inactives show top-dose activation, usual class: activators. 2.4% of 320,000 active. AID 485313;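 also: % of control where 0% means no effect; nearly all actives have a fitted effect of over 60% in size; reporter is driven by a mutant NPC1 promoter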
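Huh7 cells stably carrying NPC1 promoter–luciferase, plated in Opti-MEM with 10% FBS for 2 h, were exposed to compound in DMSO for 24 h at 37 °C; luciferase reagent was added for 10 min and luminescence read.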
uPA surface inh: inhibitors of cell surface uPA generation | Potency, µM (series often up to 38.3 µM), without a hit: top-dose activity change, negative = inhibition, usual class: inhibitors | AID 540303 | cell surface uPA generation assay, qHTS | 0.31% of 330,000 active; active = well fitted inhibition curve with a large enough effect; inconclusive = small, poorly fitted or top-dose-only effect; inactive = no such curve, though single readings can be large or run the other way; tested in mouse RAW 264.7 cells; also: % is scaled to controls: 0 for no effect and ±100 for the full control effect; nearly all actives have a fitted effect of over 55% in size
Rab9 prom act: activators of Rab9 promoter | Huh7 Rab9 promoter-luciferase reporter, luminescence, 24 h | Potency, µM (titrated, usually from 9.22 µM), for the others: at the highest dose activation, negative = inhibition, actives largely listed as activators | 2.8% of 320,000 active; also: % of control where 0% means no effect; nearly all actives have a fitted effect of over 60% in size
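Luciferase signal after 10 min detection reagent at ambient indicates Rab9 promoter upregulation; stably transfected Huh7 cells were treated 24 h with compound in DMSO at 37 °C, 5% CO2.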
p53 reactivator: restores transcriptional activity of mutant p53 | H1299 p53-A138V BP100-luciferase reporter, luminescence, 24 h | Potency, µM (highest dose often 92.2 µM), inactives show at the top dose activity change, positive = activation, actives largely listed as activators | 0.063% of 320,000 active; also: % of control where 0% means no effect; nearly all actives have a fitted effect of over 45% in size
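p53-null H1299 cells stably carrying temperature-sensitive p53-A138V and a BP100-luciferase reporter were pinned with compounds (4-point, 1:5 series) and held 24 hrs at 37 deg C. Luminescence was read 10 min after detection reagent.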
MBNL1 CUG block: MBNL1-poly(CUG) RNA binding inhibition. 0.036% of 280,000 active. Potency, µM (top dose mostly 57.5 µM), for the others: at the highest dose activity change, negative = inhibition, actives largely listed as inhibitors. TR-FRET MBNL1-His/biotin-(CUG)12 binding, 665/545 ratio. Q9NR56. AID 2675; active = well fitted inhibition curve with a large enough effect in the signal ratio, with a control signal flat, not every such curve was filed as active; inconclusive = small, poorly fitted or top-dose-only effect, or effect the other way, or a change in a side signal; inactive = no such curve, though single readings can be large or run the other way; the % refers to the signal ratio; also: % is scaled to controls: 0 for no effect and ±100 for the full control effect
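Inhibition of protein-RNA binding appears as loss of TR-FRET between terbium anti-His antibody on MBNL1-His and streptavidin-XL665 on biotin-(CUG)12. Activity is normalized to buffer-only and uninhibited-complex controls.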
BRCA1 expr up: BRCA1 expression activation | MCF7-BRCA1-FFLuc reporter, luminescence, 48 h; response scale: scaled: vehicle 0%, 10 µM genistein 100% | Potency, µM (titrated, usually from 46.1 µM), inactives show at the highest dose activation, most hits filed as activators | 1.1% of 380,000 active; also: nearly all actives have a fitted effect of over 80% in size; some results filed as inactive show a strong effect at the top dose
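Activators of BRCA1 expression were detected as increased firefly luciferase luminescence in engineered MCF7 cells after 48 h compound incubation. Signals were scaled to genistein 10 microM as full activation.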
Active calls of the source: *; ? = inconclusive; nt = no result given; [ ] = dose if it differs, or a comment. Unless noted, calls follow the shape of the dose curve; as a rule, active = well fitted curve in the direction sought with a large enough effect; inconclusive = small, poorly fitted or top-dose-only effect, or another doubt; inactive = no such curve, though single readings can be large; an effect the other way counts as inactive or inconclusive. Potency is read from the fitted curve at half-maximal effect. This is a subset, so the mix of outcomes need not match the whole.

SMILES	Gal4-VP16 FLuc	FLuc modulator	RORgamma inh	ELG1 genotox	MLL CXXC-DNA inh	NPC1 prom act	uPA surface inh	Rab9 prom act	p53 reactivator	MBNL1 CUG block	BRCA1 expr up
COc1ccc(-c2oc3ncn4nc(COc5ccccc5)nc4c3c2-c2ccc(OC)cc2)cc1	1%	1%	3%	-1%	32%[activator]	-6%	nt	-8%	-2%	4%	-15%
CCCCN1C2=C(C(=O)CCC2)C(c2ccc(Cl)c(Cl)c2)C2=C1c1ccccc1C2=O (configuration not stated)	11%	-4%	-10%	0%	-14%	-3%	6%	-2%	-5%	7%	33%
O=C(Nc1ccc(Br)cc1)c1cccnc1N1CCCCC1	-8%	-2%	20%	-1%	11%	-2%	nt	-1%	-4%	0%	-34%
O=C(NCc1ccccn1)C(C(=O)c1ccc(F)cc1)n1ccccc1=O (configuration not stated)	-1%	-1%	-1%	1%	5%	-4%	3%	-3%	-9%	-14%	2%
Fc1ccc(N2CCN(Cc3nnc(-c4ccccc4)o3)CC2)cc1	-3%	1%	18%	2%	5%	-1%	-4%	-3%	7%	-29%	6%
COc1ccc(N2CCN(C(=O)C3COc4ccccc4O3)CC2)cc1 (configuration not stated)	4%	3%	?	-3%	-2%	1%	8%	-3%	-1%	0%	0%
Cc1cc(C)c(NC(=O)C2CCCN2CCOC(=O)c2ccccc2)c(C)c1 (configuration not stated)	-11%	-2%	8%	0%	2%	-2%	8%	0%	-14%	-19%	-1%
Cn1c(=O)c2c(nc(CN3CCC(Cc4ccccc4)CC3)n2CCN2CCOCC2)n(C)c1=O	5%	2%	-1%	-21%	-6%	8%	-1%	-2%	-3%	-3%	-1%
Cc1nn(-c2ccccc2)nc1C(=O)OCC(=O)N1CCC(C)CC1	nt	?	nt	1%	nt	12%	4%	0%	?	nt	18%
Cc1n[nH]c(C)c1C(=O)CC1(O)C(=O)N(Cc2ccccc2)c2ccc(Br)cc21 (configuration not stated)	-2%	1%	40%	-2%	-3%	-6%	7%	14%	-2%	-8%	-15%
CCN(CC)CCCn1c(=S)[nH]c2ccc(Cl)cc2c1=O	?	3%	11µM*	-1%	-2%	-2%	nt	0%	0%	?	-29%
COc1ccc(CCNC(=O)C/C(C)=N/NC(=O)C23CC4CC(CC(C4)C2)C3)cc1OC	?	1%	?	0%	14%	2%	-3%	-3%	8%	nt	-24%
NCCS(=O)O	-5%	nt	-12%	nt	-4%	2%[46.1 µM]	nt	8%[46.1 µM]	nt	nt	nt
CSc1ccc(CN2CCC(Oc3cccc(C(=O)N4CCCC4)c3)CC2)cc1	0%	5%	-11%	-6%	15%	-1%	-1%	0%	0%	0%	-32%
CC(C)(C)C1=CC(=O)C(=O)C(C(C)(C)C)=C1	13µM*	7.6µM*	10µM*	-5%	27%	-16%	-21%	-17%	-25%	4%	-88%
CCN(CC)CCN1C(=O)C2C3c4ccccc4C(c4ccccc43)C2C1=O (configuration not stated)	-3%	0%	-14%	14%	12%	1%	12%	1%	-3%	3%	0%
Cc1ccc(NC(=O)CC(=O)Nc2ccc(C)cc2)cc1	8%	-2%	-1%	0%	13%	-10%	-2%	5%	3%	nt	-6%
CCN(CC)S(=O)(=O)c1cccc(NC(=O)COc2ccc(F)cc2Br)c1	25%	?	?	-15%	2%	-3%	5%	-2%	-1%	-4%	-29%
COc1ccc(CN2C(=O)c3cccnc3C2=O)cc1S(=O)(=O)N(C)c1cccc(C)c1	1%	0%	-12%	6%	4%	-1%	0%	0%	-3%	?	2%
O=C(O)CCSC(=S)N1CCOCC1	-2%	3%	-22%	1%	-5%	0%	-2%	-5%	-3%	4%	0%
O=c1c2cc3ccccc3n2cnn1Cc1ccccc1F	?	-8%	?	0%	3%	-4%	-3%	-5%	25%	0%	-34%
O=C(COC(=O)C1=COCCO1)Nc1ccccc1OC(F)F	-7%	7%	-2%	0%	26%	-4%	0%	-4%	4%	6%	-25%
O=C(NCc1ccncc1)C1=NN(c2ccccc2)C(=O)CC1	-4%	0%	-8%	2%	4%	-6%	10%	2%	20%	0%	28%
CC(C)OC(=O)c1sc2nc3c(cc2c1N)C(=O)CCC3	10%	-18%	30%	?	4%	?	3%	3.5µM*	12%	-3%	?
COc1ccc(NC(C)=O)cc1NS(=O)(=O)c1cn(C)c(=O)n(C)c1=O	-9%	6%	-25%	5%	nt	-5%	0%	0%	nt	5%	-8%

Part of the list above in order of molecular weight, rising.
SMILES	Gal4-VP16 FLuc	FLuc modulator	RORgamma inh	ELG1 genotox	MLL CXXC-DNA inh	NPC1 prom act	uPA surface inh	Rab9 prom act	p53 reactivator	MBNL1 CUG block	BRCA1 expr up
O=C(COC(=O)C1=COCCO1)Nc1ccccc1OC(F)F	-7%	7%	-2%	0%	26%	-4%	0%	-4%	4%	6%	-25%
Cc1cc(C)c(NC(=O)C2CCCN2CCOC(=O)c2ccccc2)c(C)c1 (configuration not stated)	-11%	-2%	8%	0%	2%	-2%	8%	0%	-14%	-19%	-1%
CSc1ccc(CN2CCC(Oc3cccc(C(=O)N4CCCC4)c3)CC2)cc1	0%	5%	-11%	-6%	15%	-1%	-1%	0%	0%	0%	-32%

Single entries from the list:
CC(C)(C)C1=CC(=O)C(=O)C(C(C)(C)C)=C1 @ MBNL1 CUG block: 4%
CCN(CC)CCCn1c(=S)[nH]c2ccc(Cl)cc2c1=O @ MLL CXXC-DNA inh: -2%
COc1ccc(CCNC(=O)C/C(C)=N/NC(=O)C23CC4CC(CC(C4)C2)C3)cc1OC @ ELG1 genotox: 0%

The main list resumes; the three compounds before the break are reprinted first.
SMILES	Gal4-VP16 FLuc	FLuc modulator	RORgamma inh	ELG1 genotox	MLL CXXC-DNA inh	NPC1 prom act	uPA surface inh	Rab9 prom act	p53 reactivator	MBNL1 CUG block	BRCA1 expr up
O=C(NCc1ccncc1)C1=NN(c2ccccc2)C(=O)CC1	-4%	0%	-8%	2%	4%	-6%	10%	2%	20%	0%	28%
CC(C)OC(=O)c1sc2nc3c(cc2c1N)C(=O)CCC3	10%	-18%	30%	?	4%	?	3%	3.5µM*	12%	-3%	?
COc1ccc(NC(C)=O)cc1NS(=O)(=O)c1cn(C)c(=O)n(C)c1=O	-9%	6%	-25%	5%	nt	-5%	0%	0%	nt	5%	-8%
COc1ccccc1C(=O)NCCn1cc(SCC(=O)NCC2CCCO2)c2ccccc21 (configuration not stated)	-2%	-2%	16%	-16%	-4%	1%	-3%	0%	-4%	-24%	-25%
CC1N(C(=O)N2CCOCC2)CCN1S(=O)(=O)c1ccc(Cl)cc1 (configuration not stated)	-11%	-1%	4%	-1%	19%	3%	-1%	-7%	1%	-2%	0%
COc1ccc(-c2n[nH]c(=S)n2N)c(OC)c1	4%	4%	-14%	2%	-1%	-6%	6%	3%	3%	2%	-15%
COc1ccc(N2C(=O)CC(N3CCN(c4ccc(S(C)(=O)=O)cc4)CC3)C2=O)cc1 (configuration not stated)	-9%	1%	6%	0%	4%	-2%	6%	-5%	-1%	1%	-25%
Cc1ccc(N(CC(=O)O)S(=O)(=O)c2cccc3nonc23)cc1	-4%	4%	-9%	-1%	15%	-5%	6%	2%	-22%	?	4%
CC1(c2ccc(C#N)cc2)NC(=O)N(CC(=O)Nc2cc(S(=O)(=O)N3CCOCC3)ccc2Cl)C1=O (configuration not stated)	-15%	5%	-1%	-1%	7%	-3%	3%	-1%	-4%	-3%	-8%
CCC(=O)Nc1ccc(Cl)c(NC(=S)NC(=O)COc2ccc(Cl)cc2)c1	-16%	-1%	-18%	1%	15%	1%	1%	1%	2%	5%	-64%
Cc1cc(C)c2c(c1)cc(C)c1nnc(SCC(=O)Nc3cc(C)on3)n12	-1%	3%	5%	2%	-9%	-16%	?	-6%	-6%	-5%	-91%
Cc1ccc(CN2CCN(c3ncccn3)CC2)c(C)c1	-7%	6%	19%	-5%	-3%	-1%	1%	2%	nt	-4%	-2%
CCOC(=O)C1=C(COC(=O)c2cccnc2Cl)NC(=O)NC1C (configuration not stated)	nt	1%	nt	4%	nt	-1%	3%	3%	4%	nt	1%
Cc1ccc(C)c(SCc2noc(C(=O)NC(C)C)c2C(=O)O)c1	-25%	0%	-37%	-2%	-3%	6%	1%	3%	-2%	-7%	14%
